# mouse EphA4 binding = EphA4 ligand-binding antagonists – biochemical, colorimetric, mouse EphA4, primary screen (AID 689) | inhibition, % at 10 µM; hits with a dose series show IC50 in µM | 62,000 compounds, 0.1% hits | EphA4-AP binding to KYL peptide, pNPP A405; higher % means a stronger effect; in the data active = a potency from the dose series; inactive = the rest, 99 in 100 with inhibition below about 22%
# Numbers without * were called inactive. These rows are one share of the data; the hit share may differ from the screen's.
mouse EphA4 binding	mol
-4%	COc1nccnc1NS(=O)(=O)c1ccc(NS(=O)(=O)c2ccc(NC(C)=O)cc2)cc1
-15%	CC1(C)Cc2c(cnn2-c2ccccc2)-c2c1c1ccccc1n2CC(O)CBr (stereo unspecified)
-5%	CCCc1c(C)c2cc(C)ccc2[nH]c1=O
-4%	CCc1ccc2[nH]c(=O)c(CN(CCCN3CCOCC3)C(=O)Nc3ccc(Cl)cc3)cc2c1
-18%	O=C1CSc2ccc(C(=O)NCCC3=CCCCC3)cc2N1
-6%	O/N=C1/C2C3CC4C5C3C1C5C1(OCCO1)C42 (stereo unspecified)
-13%	c1ccc2c(c1)c1ccccc1n1c(-c3ccc4c(c3)OCO4)nnc21
14%	Cc1cccc2cc3c(nc12)SC(=NCC1CCCO1)N(Cc1ccco1)C3 (stereo unspecified)
-12%	COc1ccc(NC(=O)c2cccc(F)c2)cc1Cl
0%	CCOc1ccc(C(=O)Nc2ccc(C)cc2[N+](=O)[O-])cc1Cl
-6%	O=C(O)C1CC(c2ccc(F)cc2)=NO1 (stereo unspecified)
-10%	Cc1ccc(NC(=S)N2CCN(CCN3C(=O)c4cccc5cccc(c45)C3=O)CC2)cc1
0%	COC(=O)C1=C(C)NC2=C(C(=O)CC(c3ccc(OC)c(OC)c3)C2)C1c1ccc(OC)c(OC)c1 (stereo unspecified)
-4%	CCOC(=O)N1CCN(C(=O)C2CC(c3ccc(F)cc3)=NO2)CC1 (stereo unspecified)
-8%	CCn1c(SCC(=O)Nc2ccccc2C(=O)OC)nnc1-c1cccc(C)c1
-9%	CCOC(=O)N1CCC(NC(=O)CCC(=O)N2CC(C)Oc3ccc(C)cc32)CC1 (stereo unspecified)
-5%	COC(=O)COc1ccc2c(-c3ccccc3)cc(=O)oc2c1C
2%	O=c1nc(-c2ccccc2)cn[nH]1
-8%	O=C(O)CCSc1nnc(-c2ccc3c(c2)OCO3)o1
-6%	CCOc1ccc(N(CC(=O)N2CCOCC2)S(C)(=O)=O)cc1
11%	CN(C)c1ccc(-c2nc3cc(NC(=S)NC(=O)c4ccco4)ccc3o2)cc1
-5%	CN(C)CCCNC(=O)c1cc2c3ccccc3n(C)c2s1
6%	Cc1ccc(S(=O)(=O)NCCCNc2ccc([N+](=O)[O-])cc2)cc1
-17%	O=C(c1ccccc1F)N1CCN(c2ccc([N+](=O)[O-])c(NC3CC3)c2)CC1
-19%	O=C(COC(=O)CNC(=O)c1ccco1)Nc1ccc(Cl)cn1
5%	COC(=O)C1CSC(C(=O)OC)N1C(=O)Nc1c(C)cccc1C (stereo unspecified)
-5%	CCC1Oc2ccccc2N(CC(=O)NCCCN2CCCCC2C)C1=O (stereo unspecified)
-4%	O=C(O)CCC(=O)Nc1ccc(C(=O)N2CCCCC2)cc1
1%	Cc1cc(C)c(NC(=O)C(C)Sc2nnc(-c3ccco3)n2-c2ccccc2)c(C)c1 (stereo unspecified)
2%	N#Cc1c(N)nc(SCc2ccccc2)c(C#N)c1-c1ccco1
-14%	Cc1ccccc1Oc1ccc(-c2nc(N)nc(N)n2)cc1
-6%	COc1ccc(NC(=O)C(CCS(C)(=O)=O)NC(C)=O)cc1 (stereo unspecified)
-1%	O=C(O)CCCC(=O)Nc1nc(-c2ccccc2)cs1
11%	OC(C#Cc1ccccn1)c1cccs1 (stereo unspecified)
2%	O=C(Nc1ccccc1C(=O)NCCc1ccccc1)c1ccco1
-10%	Cc1cc(NC(=O)CSc2cn(CCNC(=O)c3ccc(F)cc3)c3ccccc23)no1
-11%	CCn1cc(Br)c(C(=O)Nc2ccc(Cl)cc2Cl)n1
-30%	CC(=O)c1c(C)[nH]c(C(=O)Nc2ccc(C)c(C)c2)c1C
-14%	COc1ccc(CNC(=O)C2CCCN2S(=O)(=O)c2ccc(C)cc2)cc1 (stereo unspecified)
-16%	CC1CN(C(=O)c2cc3ccccc3oc2=O)CC(C)O1 (stereo unspecified)
12%	S=c1nccc(-c2cc(Cl)sc2Cl)[nH]1
-6%	O=[N+]([O-])c1ccc(N2CCCC2)cc1N1CCCC1
0%	CCC(Cc1ccccc1)NC(=O)CN(C)S(=O)(=O)c1ccc2c(c1)c(=O)n(C)c(=O)n2C (stereo unspecified)
-6%	O=c1nc2s/c(=C\c3cn(-c4ccccc4)nc3-c3cccc([N+](=O)[O-])c3)c(=O)n2nc1Cc1ccccc1
-3%	C=CCn1c(COc2ccc(CC)cc2)nnc1SCC(=O)N(C)C1CCS(=O)(=O)C1 (stereo unspecified)
2%	Cc1ccsc1-c1nc(CSCC(=O)NCCN2CCCC2)c(C)o1
-4%	CCC1=NN(C(=O)c2ccccc2)C(O)(c2ccc(Br)cc2)C1 (stereo unspecified)
-4%	Cc1ccccc1N(CC(=O)NCc1ccc2c(c1)OCO2)C(=O)CCC(=O)Nc1ccccn1
5%	Cn1c(=O)n(Cc2ccccc2F)c(=O)c2c1nc1n2CCCN1CCc1ccccc1
-2%	COc1ccc(N(CC(=O)NCc2cccnc2)S(=O)(=O)c2c(C)nn(C)c2C)cc1

# An excerpt from above in order of their number in mouse EphA4 binding, lowest first:
mouse EphA4 binding	mol
-12%	COc1ccc(NC(=O)c2cccc(F)c2)cc1Cl
-6%	O/N=C1/C2C3CC4C5C3C1C5C1(OCCO1)C42 (stereo unspecified)
-4%	CCC1=NN(C(=O)c2ccccc2)C(O)(c2ccc(Br)cc2)C1 (stereo unspecified)
1%	Cc1cc(C)c(NC(=O)C(C)Sc2nnc(-c3ccco3)n2-c2ccccc2)c(C)c1 (stereo unspecified)

# Next part
mouse EphA4 binding	mol
2%	COCCn1c(SC(C)C(=O)Nc2ccc3c(c2)OCCO3)nc2ccccc2c1=O (stereo unspecified)
-1%	O=C1C(c2ccc(F)cc2)N(CC2COc3ccccc3O2)C(=O)CN1C1CCCCC1 (stereo unspecified)
-8%	OCCN1CCN(c2nc(N3CCCCC3)nc(N3CCCCC3)n2)CC1
-14%	CCCN1C(=O)c2ccccc2NC1c1ccc(C)cc1 (stereo unspecified)
-1%	CCOC(=O)c1c(NC(=O)Cn2nc([N+](=O)[O-])c(Br)c2C)sc2c1CCC(C)C2 (stereo unspecified)
-22%	N#CC(c1ccc(Cl)cc1)(c1ncc(C(F)(F)F)cc1Cl)N1CCOCC1 (stereo unspecified)
-13%	Cc1ccc(C(=O)NC(=S)Nc2ccccc2C(F)(F)F)cc1
5.5µM*	CCn1nc(-c2ccccc2)c2nc3ccccc3nc21
-5%	O=C(Nc1ccc(F)cc1)Nc1nnc(-c2ccncc2)s1
-8%	COCCn1c(C)cc(C(=O)COC(=O)C23CC4CC(CC(O)(C4)C2)C3)c1C
7%	COc1nc(OCC#N)nc(N(C)C)n1
-11%	Cc1cc(SCC(=O)c2cccs2)nc2c(C)cccc12
2%	CCN(CC)c1ccc(CN2CCCCCC2)cc1
-17%	C=CCOc1ccccc1/C=C1/C(=O)ON=C1c1ccc(Cl)cc1
-6%	Cc1ccc(NC2=Nc3ccccc3CS2)cc1
-10%	Cc1nc2c(Br)c3nc(C(F)(F)F)[nH]c3c(Br)c2[nH]1
14%	O=C(NCc1ccco1)C(=O)N1CCCC1
-1%	O=C1c2ccccc2C(=O)N1CCCOCc1c[nH]c(=O)[nH]c1=O
-11%	O=C(Nc1ccc2c(c1)OCCO2)C1CCN(S(=O)(=O)Cc2ccccc2)CC1
-10%	CCCc1c(O)nc(SCCN2CCOCC2)n(-c2ccccc2)c1=O
7%	COc1ccc2[nH]cc(CCN3C(=O)CCC3=O)c2c1
-3%	O=C(CN1C(=O)c2ccccc2C1=O)OC(C(=O)c1ccc(Cl)cc1)c1ccccc1 (stereo unspecified)
-4%	CCCCCC(=O)Nc1cccc(-c2nc3ncccc3o2)c1
-9%	O=C1c2ccsc2SCCN1Cc1ccc(Cl)cc1Cl
2%	Cc1cc(=O)n2c(c1C#N)SC1CCCCC12O (stereo unspecified)
7%	COc1ccc(-c2noc(Cc3ccccc3OC)n2)cc1
14%	N#C/C(=C/N1CCOCC1)c1ccccc1
-17%	COc1ccc(S(=O)(=O)N2N=C(C)Oc3ccccc3C2=O)cc1
-14%	O=C(c1ccccc1)N1CCn2c(nc3ccccc32)C1
-8%	CCOc1ccc(-n2c(SCC(=O)Nc3ccc(OC)cc3OC)nc3c(c2=O)SCC3)cc1

# Of the compounds above, 10 contain an aryl thioether with sulfur outside any ring:
mouse EphA4 binding	mol
-8%	CCn1c(SCC(=O)Nc2ccccc2C(=O)OC)nnc1-c1cccc(C)c1
-8%	O=C(O)CCSc1nnc(-c2ccc3c(c2)OCO3)o1
1%	Cc1cc(C)c(NC(=O)C(C)Sc2nnc(-c3ccco3)n2-c2ccccc2)c(C)c1 (stereo unspecified)
2%	N#Cc1c(N)nc(SCc2ccccc2)c(C#N)c1-c1ccco1
-10%	Cc1cc(NC(=O)CSc2cn(CCNC(=O)c3ccc(F)cc3)c3ccccc23)no1
-3%	C=CCn1c(COc2ccc(CC)cc2)nnc1SCC(=O)N(C)C1CCS(=O)(=O)C1 (stereo unspecified)
2%	COCCn1c(SC(C)C(=O)Nc2ccc3c(c2)OCCO3)nc2ccccc2c1=O (stereo unspecified)
-11%	Cc1cc(SCC(=O)c2cccs2)nc2c(C)cccc12
-10%	CCCc1c(O)nc(SCCN2CCOCC2)n(-c2ccccc2)c1=O
-8%	CCOc1ccc(-n2c(SCC(=O)Nc3ccc(OC)cc3OC)nc3c(c2=O)SCC3)cc1

# Continuation.
mouse EphA4 binding	mol
-4%	CCCCCC(=O)OC(CN1CCCCC1)CN1CCCC1=O (stereo unspecified)
-13%	O=C(COc1ccccc1-c1ccccc1)Nc1ccc(S(=O)(=O)NCc2ccco2)cc1
-10%	O=S(=O)(N/N=C\c1c(F)cccc1Cl)c1ccc(Cl)cc1
8%	COc1cc(CNCCC2CCOC(C)(C)C2)ccc1O (stereo unspecified)
-4%	c1ccc(Oc2nc(-c3cccnc3)nc3ccccc23)cc1
-8%	Cc1nn(-c2ccccc2)c2sc(C(=O)OCN3C(=O)c4ccccc4C3=O)cc12
32%	O=C(Cc1ccccc1)N/N=C/C=C/c1cccc([N+](=O)[O-])c1
-5%	CCOC(=O)C1CCN(c2c(NCCCN(CC)Cc3ccccc3)c(=O)c2=O)CC1
-8%	COc1ccc(S(=O)(=O)N(CC(=O)Nc2cccc(Cl)c2)Cc2ccccc2)cc1OC
-4%	Cc1nc2ccccn2c1/C(O)=C1\C(=O)C(=O)N(CCN2CCOCC2)C1c1ccncc1 (stereo unspecified)

# Entries above containing a cyano group, in the order listed:
mouse EphA4 binding	mol
2%	N#Cc1c(N)nc(SCc2ccccc2)c(C#N)c1-c1ccco1
-22%	N#CC(c1ccc(Cl)cc1)(c1ncc(C(F)(F)F)cc1Cl)N1CCOCC1 (stereo unspecified)
7%	COc1nc(OCC#N)nc(N(C)C)n1
2%	Cc1cc(=O)n2c(c1C#N)SC1CCCCC12O (stereo unspecified)
14%	N#C/C(=C/N1CCOCC1)c1ccccc1

# Next part.
mouse EphA4 binding	mol
-12%	CC(=O)c1cn(CCCCCCCCCCn2cc(C(C)=O)c(=O)[nH]c2=O)c(=O)[nH]c1=O
7%	O=[N+]([O-])c1cc(Cl)ccc1N1CCN(S(=O)(=O)c2ccccc2)CC1
8%	N#CNC1=NCN(Cc2ccccc2)CN1
-2%	O=C(Nc1ccc(S(=O)(=O)N2CCCCC2)cc1)c1ccccc1Cl
-10%	CCOC(=O)N1CCN(C(=O)CCNS(=O)(=O)c2cc(Br)cnc2N)CC1
14%	COc1cccc(C(=O)N2N=C(c3cccc(OC)c3)CC2(O)C(F)(F)F)c1 (stereo unspecified)
1%	CCOC(=O)c1c(CN(CC)CC)oc2cc(Br)c(O)cc12
2%	COc1ccc(S(=O)(=O)NCC2CCC(C(=O)NCc3ccco3)CC2)cc1 (stereo unspecified)
-8%	Nc1nc2nonc2nc1N1CCCCC1
-2%	Cc1nc(NC(=O)c2ccco2)sc1-c1csc(Nc2ccc(Cl)cc2Cl)n1
-1%	CC1CCN(S(=O)(=O)c2ccc3ncn(CC(=O)N(C)Cc4ccccc4)c(=O)c3c2)CC1
-5%	Cc1ccc(-c2nc(CSCC(=O)N3CCN(c4ccccn4)CC3)c(C)o2)cc1
3%	COc1ccc(CCNc2ccncn2)cc1OC
-8%	O=C(C1CCCN(S(=O)(=O)c2cccc3nonc23)C1)N1CCN(c2cccc(Cl)c2)CC1 (stereo unspecified)
-6%	O=C(COc1ccc2c(-c3ccccc3)cc(=O)oc2c1)OCc1ccccc1
-19%	C=CCNc1nc(Cl)nc(Nc2ccc(OC)cc2)n1
-2%	COc1ccc(CCNC(=O)c2cc(-c3ccc(C)cc3O)n[nH]2)cc1OC
-4%	CCC(C)Sc1nnc(CSc2nc3nc(C)cc(C)n3n2)o1 (stereo unspecified)
-7%	CN(CCNC(=O)C1CCN(S(=O)(=O)c2cnc[nH]2)CC1)Cc1ccccc1
-1%	COc1ccc(NC(=O)COC(=O)c2c(-c3ccccc3)noc2C)cc1
-4%	COc1cnc(-c2ccccn2)nc1Oc1ccc(Cl)cc1
-11%	CCCn1nnc(NC(=O)Cc2ccccc2)n1
-4%	O=C(CN(Cc1ccc2c(c1)OCO2)C(=O)c1cnsn1)NC1CCCC1
-4%	COc1ccc2oc(C(F)(F)C(F)(F)F)cc(=O)c2c1
-12%	CC(C)c1ccccc1OCC(=O)NCC(c1cccs1)N1CCOCC1 (stereo unspecified)
-8%	COc1ccc(CC(NC(C)=O)C(=O)NC2CCN(c3nc(C)cc(C)c3C#N)CC2)c(OC)c1 (stereo unspecified)
-6%	O=C(CCCCCNS(=O)(=O)c1ccc(Br)cc1)NCCN1CCOCC1
11%	CC1(C)CC(=O)C=C(Nc2ccccc2F)C1
-23%	CC1(C)CC(CC(=O)O)(c2ccccc2)CCO1 (stereo unspecified)
2%	COc1cc(CC(=O)OCC(=O)Nc2ccc(S(=O)(=O)N3CCCC3)cc2)cc(OC)c1OC
0%	O=[N+]([O-])c1ccc(/C=N/n2c(COc3ccccc3)n[nH]c2=S)cc1
-16%	COc1ccccc1/C=N/n1c(N)c(C(=O)NC2CCCCC2)c2nc3ccccc3nc21
-2%	CCCOC(=S)Nc1ccccc1
2%	CCCn1c(SCC(=O)OCc2ccccc2)nc2c1c(=O)n(C)c(=O)n2C
